EPAC2 antag – qHTS for Antagonist of cAMP-regulated guanine nucleotide exchange factor 2 (EPAC2): primary screen; Potency, µM (doses to about 114 µM), inactives show top-dose activity, negative = inhibition, usual class: inhibitors; actives 0.18% (n = 360,000); EPAC2 GEF exchange of Rap1B-BODIPY-GDP, fluorescence; AID 720708, 2013; note: potency is the fitted concentration of half-maximal effect; % is set by controls: 0 for no effect and ±100 for the full control effect; nearly all actives have a fitted effect of over 45% in size; many of its hits are not listed in these tables
WRN inhibitor – qHTS for Inhibitors of WRN Helicase. Bifunctional 3'-5' exonuclease/ATP-dependent helicase WRN (Homo sapiens), Q14191. WRN helicase unwinding, fluorescent forked duplex, kinetic. Potency, µM (series often up to 114 µM), without a hit: at the highest dose activity change, negative = inhibition, most hits filed as inhibitors. actives 0.46% (n = 360,000); note: potency is the fitted concentration of half-maximal effect; % is set by controls: 0 for no effect and ±100 for the full control effect; nearly all actives have a fitted effect of over 55% in size
Target sequence (Q14191 whole entry, looked up): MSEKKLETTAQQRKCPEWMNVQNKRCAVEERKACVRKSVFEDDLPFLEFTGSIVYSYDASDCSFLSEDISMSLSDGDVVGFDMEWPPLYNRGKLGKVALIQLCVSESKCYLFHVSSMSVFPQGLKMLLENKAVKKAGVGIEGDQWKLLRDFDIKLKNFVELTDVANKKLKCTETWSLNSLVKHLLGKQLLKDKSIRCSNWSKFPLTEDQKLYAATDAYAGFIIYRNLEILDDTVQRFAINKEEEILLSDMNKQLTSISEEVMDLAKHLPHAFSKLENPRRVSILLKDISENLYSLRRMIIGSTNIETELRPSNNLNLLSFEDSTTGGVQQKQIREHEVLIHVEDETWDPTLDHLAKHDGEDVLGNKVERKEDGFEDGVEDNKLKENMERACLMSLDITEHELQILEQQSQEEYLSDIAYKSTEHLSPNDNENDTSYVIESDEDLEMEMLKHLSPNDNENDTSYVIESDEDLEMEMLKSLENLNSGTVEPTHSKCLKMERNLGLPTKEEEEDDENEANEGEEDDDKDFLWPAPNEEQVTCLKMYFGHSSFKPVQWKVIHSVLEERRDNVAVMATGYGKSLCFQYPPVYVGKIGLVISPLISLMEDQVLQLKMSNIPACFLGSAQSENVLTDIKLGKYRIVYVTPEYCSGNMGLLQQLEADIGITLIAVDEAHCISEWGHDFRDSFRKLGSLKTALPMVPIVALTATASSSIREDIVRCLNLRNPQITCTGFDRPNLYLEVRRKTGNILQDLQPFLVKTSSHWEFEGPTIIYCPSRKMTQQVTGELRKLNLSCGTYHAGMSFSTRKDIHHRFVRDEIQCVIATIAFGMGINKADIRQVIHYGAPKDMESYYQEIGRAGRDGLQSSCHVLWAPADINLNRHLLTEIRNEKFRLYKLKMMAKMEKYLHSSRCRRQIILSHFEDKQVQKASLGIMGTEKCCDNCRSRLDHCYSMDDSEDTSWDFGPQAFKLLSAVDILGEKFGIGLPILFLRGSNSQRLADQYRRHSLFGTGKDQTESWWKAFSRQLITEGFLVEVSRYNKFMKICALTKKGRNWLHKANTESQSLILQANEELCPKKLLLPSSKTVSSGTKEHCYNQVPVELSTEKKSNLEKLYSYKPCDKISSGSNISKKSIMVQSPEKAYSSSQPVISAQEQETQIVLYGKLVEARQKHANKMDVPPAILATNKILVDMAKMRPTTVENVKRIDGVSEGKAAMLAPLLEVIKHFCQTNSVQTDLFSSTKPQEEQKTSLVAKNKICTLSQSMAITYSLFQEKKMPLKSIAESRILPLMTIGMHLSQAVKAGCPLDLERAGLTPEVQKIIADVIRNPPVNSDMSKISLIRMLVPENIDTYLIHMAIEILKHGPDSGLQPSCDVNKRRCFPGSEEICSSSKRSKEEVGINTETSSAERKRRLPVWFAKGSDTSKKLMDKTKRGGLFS
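Fluorescence dequenching readout, ex 525 nm/em 598 nm, kinetic mode: forked duplex DNA (100 nM final) with adjacent fluorophore and quencher unwound by WRN (20 nM final) with 2 mM ATP. Compound preincubation 15 min, room temperature.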
EPAC1 antagonist – qHTS for Antagonist of cAMP-regulated guanine nucleotide exchange factor 3 (EPAC1): primary screen; EPAC1 GEF assay, Rap1b-BODIPY-GDP exchange fluorescence; Potency, µM (highest dose often 115 µM), inactives show at the top dose activity change, negative = inhibition, actives largely listed as inhibitors; actives 0.14% (n = 360,000); AID 720709, 2013;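 note: potency is the fitted concentration of half-maximal effect; plate controls were vehicle for no effect and positive control for full effect; nearly all actives have a fitted effect of over 50% in size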
EPAC1 ag – qHTS for Agonist of cAMP-regulated guanine nucleotide exchange factor 3 (EPAC1): primary screen. actives 0.073% (n = 360,000). Rap guanine nucleotide exchange factor 3 (Homo sapiens), O95398. Potency, µM (top dose mostly 154 µM), without a hit: at the highest dose activation, actives largely listed as activators. AID 720707, 2013. EPAC1 agonist qHTS, biochemical assay; response scale: 100% = response to 6.5 mM cAMP; note: potency is the fitted concentration of half-maximal effect; nearly all actives have a fitted effect of over 60% in size
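Nucleotide exchange assay: 100 nM EPAC1 with 250 nM Rap1B loaded with BODIPY-GDP and 50 uM GDP, room temperature. Fluorescence (480/540 nm) read every 5 min for 30 min; signal change normalized to 6.5 mM cAMP as full agonist.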
CCT modulator – High-Throughput Screening for Modulators of Cytosolic Chaperonin Activity. purified chaperonin ATPase assay, HTRF ADP detection, 30 min. activity change, % (no concentration beside the values), hits read low. actives 0.3% (n = 360,000). AID 651819, 2012; in the data active = activity change below about -30%; note: % is set by controls: 0 for no effect and ±100 for the full control effect
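We incubate TRiC, 40 or 20 nM final, with library compounds at 76 uM and 10 uM ATP for 30 min at 37 °C. ADP formed is detected with Transcreener HTRF reagents after 30 min at room temperature.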
Mm-Cpn inhibitor – Inhibitors of TCP-1 ring complex (TRiC) of Methanococcus maripaludis (MmCpn): qHTS; purified Mm-Cpn ATPase, ADP Transcreener TR-FRET; Potency, µM (doses to about 76.9 µM), inactives show at the highest dose activity, negative = inhibition, usual class: inhibitors; Chaperonin Mm-Cpn (Methanococcus maripaludis); actives 0.031% (n = 330,000); note: potency is the fitted concentration of half-maximal effect; % is set by controls: 0 for no effect and ±100 for the full control effect; nearly all actives have a fitted effect of over 80% in size
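ATPase read-out: TR-FRET ADP immunoassay (anti-ADP Eu cryptate vs ADP-d2), ex 320 nm, em 590/665 nm; signal drops as ADP forms. Enzyme 25 nM, ATP 10 uM, 30 min at 37°C after 10 min compound preincubation.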
PLK1 PBD inh – qHTS for Inhibitors of PLK1-PDB (polo-like kinase 1 - polo-box domain): Primary Screen; Serine/threonine-protein kinase PLK1 (Homo sapiens), P53350; Plk1 PBD binding of FITC phosphopeptide, fluorescence polarization; Potency, µM, without a hit: max response, negative = inhibition, actives largely listed as inhibitors; actives 2.8% (n = 360,000); note: potency is the fitted concentration of half-maximal effect; series mostly up to about 57 µM; % is set by controls: 0 for no effect and ±100 for the full control effect; nearly all actives have a fitted effect of over 65% in size
PI5P4Ka inh – qHTS for Inhibitors of phosphatidylinositol 5-phosphate 4-kinase (PI5P4K). max response, %. PI5P4Kalpha enzyme, ADP-Glo luminescence, 60 min; hits give low values. actives 1.2% (n = 330,000); active = max response of -50% or lower; inconclusive = between -30% and -50%; inactive = -30% or higher; note: value at the top dose of about 77 µM; % is set by controls: 0 for no effect and ±100 for the full control effect
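Controls without substrate or without enzyme flank wells where PI5P4Kalpha converts substrate using 5 microM ATP (final). Incubation lasts 60 minutes at room temperature; ADP formed is read by ADP-Glo luminescence.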
An asterisk follows results filed as active; u = inconclusive; x = not tested or not shown; [ ] = another dose, or the depositor's remark. Unless noted, calls come from the whole dose curve; as a rule, active = well fitted curve in the direction sought with a large enough effect; inconclusive = small, poorly fitted or top-dose-only effect, or another doubt; inactive = no such curve, though single readings can be large; an effect the other way counts as inactive or inconclusive. Not all compounds are listed. The share of hits here may be higher or lower than overall.

SMILES | EPAC2 antag | WRN inhibitor | EPAC1 antagonist | EPAC1 ag | CCT modulator | Mm-Cpn inhibitor | PLK1 PBD inh | PI5P4Ka inh
COc1ccc(C(c2oc(CO)cc(=O)c2O)c2oc(CO)cc(=O)c2O)cc1 | 5.7% | -2.2%[57.1 µM] | -5.6% | 9.1% | -2.0 | 0.1% | -1.9% | 1.9
CCOC(=O)c1cnc2c(-c3ccccc3)c(C)nn2c1N | -2.4% | -6.2% | -7.4% | 9.4% | 0.1 | -0.2% | -2.1% | 0.3
O=C(O)c1cccc(Nc2nc3ccccc3nc2NS(=O)(=O)c2cccs2)c1 | 6.3% | -10.8% | -2.8% | -5.0% | 0.6 | -2.0% | -21.6% | u
Clc1ccc2c(N3CCOCC3)ccnc2c1 | 1.2% | -6.6% | -6.3% | 2.5% | -2.2 | -1.5% | 2.1% | 7.9
COC(=O)COc1ccc(Oc2cc(C)nc(SC)n2)nn1 | 6.6% | 63.3%[activator] | 4.2% | 0.5% | -0.5 | -0.5% | -0.6% | x
CC(C)(C)NC(=O)NC(=O)CSc1ccc(S(=O)(=O)N2CCCCC2)cn1 | 1.2% | 2.3% | 6.1% | 2.1% | 1.5 | -0.6% | -20.2% | -0.1
CCCCN(C(=O)c1ccc([N+](=O)[O-])s1)c1c(N)n(CCCC)c(=O)[nH]c1=O | -7.2% | -9.7% | -12.3% | -0.9% | 2.0 | 0.3% | -9.9% | 5.5
O=C(NC1CCCC1)C1c2ccccc2C(=O)N1C1CCCCC1 (centres undefined) | 3.9% | 5.2% | 3.9% | 2.4% | 0.5 | 0.6% | 0.7% | x
CS(=O)(=O)c1ccc2nc(NC(=O)c3ccccc3)sc2c1 | 4.3% | -19.9% | -3.2% | 2.1% | -1.4 | -0.8% | -9.0% | -12.5
COc1ccc([N+](=O)[O-])cc1NC(=O)C(C)N(C)Cc1cccc(OC)c1OC (centres undefined) | -3.5% | 4.8% | -14.2% | 14.4% | 0.3 | 1.3% | -12.1% | 3.6
O=C(c1cccs1)N1CCN(Cc2nc(-c3ccccc3)no2)CC1 | -4.3% | 10.4% | 13.8% | 3.7% | 1.2 | x | -4.1% | 1.5
OCC1(CCOc2ccccc2)CCN(Cc2ccc(OC(F)F)cc2)CC1 | -0.5% | 6.8% | u | 1.8% | 0.3 | -3.1% | -19.4% | -0.9
CC(C)N(C(=O)CSc1nc2c([nH]1)c(=O)n(C)c(=O)n2C)c1ccccc1 | 3.9% | -2.2% | 0.9% | 5.8% | -1.9 | -2.6% | -4.6% | 1.4
CCOC(=O)C1(Cc2ccccc2C)CCCN(C(=O)c2cc(C3CC3)[nH]n2)C1 (centres undefined) | -1.4% | -1.2% | 2.7% | -4.0% | 4.2 | -2.3% | -3.7% | 4.4
Cc1cc2oc3cc(NCCC4CCCN4C)ccc3c(=O)c2cc1C (centres undefined) | 0.8% | -28.7% | 16.2% | -29.3% | -3.0 | x | -6.4% | -11.6
COc1ccc(/C=N/NC(=O)c2ccc(CSc3nc(C)cc(C)n3)cc2)cc1O | -12.8% | -26.0% | -13.5% | 12.5% | -4.3 | 2.6% | -20.4% | -1.4
COc1ccccc1N1CCN(CC(=O)Nc2sccc2C#N)CC1 | -7.4% | -5.8% | -12.1% | 13.4% | -4.8 | -2.5% | -6.6% | -13.9
O=C(COC(=O)c1ccccc1NS(=O)(=O)c1cccs1)NC1CCCCC1 | -0.4% | -1.3% | -23.9% | 11.8% | -3.9 | -0.9% | -10.4% | -7.1
COCCN(C(=O)COC(=O)c1cc2ccccc2cc1O)c1c(N)n(Cc2ccccc2)c(=O)[nH]c1=O | -3.7% | 13.1% | -10.5% | -1.7% | -2.0 | 1.6% | 0.6% | -0.4
COc1ccc(CNC(=O)C2CCC(CNc3c(N4CCCCC4)c(=O)c3=O)CC2)cc1 (centres undefined) | 2.7% | 12.1% | 17.7% | 1.2% | -1.4 | -1.1% | -23.3% | -2.0
Cn1c(SCc2nc3ccccc3c(=O)[nH]2)nc2ccccc21 | 2.3% | -1.4% | 2.6% | 1.2% | 1.2 | -0.9% | -16.6% | -11.8
O=C(CSc1ccc2ccccc2n1)N/N=C/c1ccccc1O | -22.5% | -9.3% | u | -5.3% | -0.2 | 0.5% | -10.2% | 3.6
CCN(c1ccccc1)S(=O)(=O)c1ccc(C(=O)Nc2ncccc2O)cc1 | 12.0% | -26.1% | 20.4% | 0.7% | 0.4 | -2.5% | -7.1% | 0.6
Cc1onc(-c2ccccc2)c1C(=O)N1CCCc2ccccc21 | 0.1% | -2.0% | 11.1% | 4.6% | 1.3 | -0.6% | 4.5% | x
COc1ccc(C2/C(=C(/O)c3ccccc3)C(=O)C(=O)N2C)c(OC)c1 (centres undefined) | -1.1% | -5.2% | -3.6% | 19.6% | -1.8 | -0.9% | 0.4% | 0.8
CCn1c(SCC(=O)O)nnc1-c1ccccc1OC | 2.2% | -0.1% | -5.7% | -1.3% | -0.9 | -0.8% | -7.1% | -0.9
CCOC(=O)c1c(-c2cccs2)csc1NC(=O)CSc1ncn[nH]1 | -14.4% | -12.8% | -1.3% | 15.3% | -1.3 | -5.9% | u | x
CC(=O)C1=C(C)NC(=O)NC1c1ccccc1OCC(=O)NCCc1ccccc1 (centres undefined) | 6.7% | 4.8% | -3.4% | 9.5% | -7.3 | 0.9% | 0.3% | x
Cc1csc2c(SCC(=O)NNC(=O)C(Cl)Cl)ncnc12 | 1.8% | 1.2% | -15.1% | 10.8% | -1.7 | -5.9% | -13.2% | -10.4
Cn1c(CC(=O)Nc2ccc(Cl)c(Cl)c2)nnc1SCC(=O)N1CCN(c2ccccc2)CC1 | -0.4% | -3.2% | 5.4% | 5.6% | -0.6 | 0.7% | -1.8% | x

Three structures out of the list, ordered by length of the SMILES, ascending:
SMILES | EPAC2 antag | WRN inhibitor | EPAC1 antagonist | EPAC1 ag | CCT modulator | Mm-Cpn inhibitor | PLK1 PBD inh | PI5P4Ka inh
Cn1c(SCc2nc3ccccc3c(=O)[nH]2)nc2ccccc21 | 2.3% | -1.4% | 2.6% | 1.2% | 1.2 | -0.9% | -16.6% | -11.8
CCN(c1ccccc1)S(=O)(=O)c1ccc(C(=O)Nc2ncccc2O)cc1 | 12.0% | -26.1% | 20.4% | 0.7% | 0.4 | -2.5% | -7.1% | 0.6
COc1ccc(CNC(=O)C2CCC(CNc3c(N4CCCCC4)c(=O)c3=O)CC2)cc1 (centres undefined) | 2.7% | 12.1% | 17.7% | 1.2% | -1.4 | -1.1% | -23.3% | -2.0

Following part:
SMILES | EPAC2 antag | WRN inhibitor | EPAC1 antagonist | EPAC1 ag | CCT modulator | Mm-Cpn inhibitor | PLK1 PBD inh | PI5P4Ka inh
O=C(Nc1ccc(O)cc1)c1cc(S(=O)(=O)N2CCCC2)ccc1Cl | -0.2% | 4.1% | 8.9% | 5.8% | -1.4 | 0.7% | -4.0% | -2.4
CCC1CCCCN1CCCNC(=O)c1nn(C)c2c1CS(=O)(=O)c1ccccc1-2 (centres undefined) | 1.0% | 1.4% | 11.8% | 10.4% | -0.5 | 3.1% | -3.5% | 0.1
CC(Sc1nc(N(C)C)nc(N2CCOCC2)n1)C(=O)Nc1ccccc1 (centres undefined) | 5.9% | 1.7% | -4.8% | -3.8% | 2.4 | 0.6% | -4.8% | -1.4
Cc1ccccc1N=C/C=C1\N(C)c2ccccc2C1(C)C | -11.9% | -0.8% | -4.2% | 5.8% | -2.6 | 2.6% | -14.0% | x
COCC(C)N1CCC(Oc2cccc(C(=O)NCCc3ccccc3)c2)CC1 (centres undefined) | 0.9% | 5.1% | 8.7% | -1.3% | -0.9 | -1.2% | -0.1% | 10.4
C/C(=N\NC(=O)c1cc(C2CC2)nc2ccccc12)c1ccc(O)cc1O | -6.3% | -2.5% | -27.6% | -4.7% | -0.4 | 0.1% | -0.8% | -5.5
Cc1ccc(C(=O)OCC(=O)NCc2ccco2)cc1C | 0.7% | -1.1% | -7.3% | -1.1% | 0.4 | 1.4% | -2.1% | 0.7
O=S(=O)(Nc1ccccn1)c1ccc(Br)cc1 | 0.0% | 1.9% | -5.4% | -6.2% | 0.3 | 0.9% | -4.4% | 0.0
Clc1cccc(CN2CCSCC2)c1 | -10.8% | 0.1% | -6.7% | 8.9% | -2.6 | 0.4% | 6.6% | -2.2
COC(=O)C1=C(C)N(c2ccc(F)cc2)C(=O)C1 | 21.4% | -10.5% | -2.5% | -4.5% | -9.7 | 1.5% | -7.9% | 1.0
Cc1noc(C(=O)Nc2cccnc2)c1Cl | -1.4% | -1.4% | -10.8% | -0.3% | 0.3 | -16.9% | 9.4% | 7.6
Cc1ccc(S(=O)(=O)CC(N)=O)cc1 | 0.2% | -7.3%[57.1 µM] | 5.8% | 2.2% | -6.8 | -0.4% | -12.7% | x
C=CCSc1nc(-c2ccc(OC)cc2)c(C#N)c(=O)n1CC=C | 39.8µM* | -9.9% | -7.5% | -3.7% | 2.3 | -6.1% | -4.1% | -2.6
Cc1nnc(Nc2ccc(C(=O)N3CCOCC3)cc2)c2ccccc12 | -9.1% | -13.4% | -15.3% | 5.7% | 0.4 | -1.4% | -0.5% | 0.8
O=C(OCC(=O)N1CCN(c2cccc(Cl)c2)CC1)c1ccco1 | 1.6% | 5.0% | 11.0% | 2.7% | 1.2 | 0.9% | 3.9% | 5.1
CCC(NC(=O)CN1CCN(C(=O)c2cccs2)CC1)c1ccc(C)cc1 (centres undefined) | 7.0% | 2.1% | 14.5% | 3.0% | 0.0 | 1.5% | 2.3% | -0.3
N#Cc1ccc(C(C(=O)NC2CCCCC2)n2c(=O)c(-c3cc4ccccc4[nH]3)nc3ccccc32)cc1 (centres undefined) | 4.3% | -2.3% | -3.7% | 5.8% | x | x | -11.2% | -2.7
O=C(c1cccc(NS(=O)(=O)c2ccc(F)cc2)c1)N1CCN(c2ccccc2)CC1 | -2.0% | -0.8% | -19.2% | 4.7% | -2.8 | 1.0% | -15.5% | -0.2
COCCCN1C(=O)C(O)=C(C(=O)c2ccco2)C1c1cccc(Br)c1 (centres undefined) | 0.7% | -14.0% | -9.5% | 7.7% | -1.5 | -3.4% | 0.4% | x
